Bioassay records (PubChem)
aSyn yeast inh: rescues yeast growth from alpha-synuclein toxicity. Yeast expressing alpha-synuclein, growth rescue, BacTiter-Glo, 24 h. AID 652106. Potency, µM (titrated, usually from 46.1 µM), for the others: at the top dose growth rescue (activation), hits mostly activators. 0.14% of 370,000 active; further: potency means the concentration at half of the fitted maximal effect; % of control where 0% means no effect; nearly all actives have a fitted effect of over 65% in size
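Galactose-induced alpha-syn yeast (OD600=0.02, raffinose-pregrown) + pinned cpd, 24 hr, 30 deg C; growth by BacTiter-Glo luminescence. Growth restoration scores as activation.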
GLP-1R agonist: GLP-1 receptor (human) agonism; P43220; HEK293 GLP-1R CRE-luciferase, luminescence, 4-6 h; cells express a hypersensitive GLP-1R form; Potency, µM (series often up to 45.6 µM), without a hit: at the top dose activation, hits mostly activators; 0.007% of 380,000 active; further: potency means the concentration at half of the fitted maximal effect; % of control where 0% means no effect
KB-V1 MDR tox: kills drug-selected multidrug resistant KB-V1 cells; KB-V1 MDR cells viability, CellTiter-Glo, 72 h; Potency, µM (top dose mostly 46.1 µM), without a hit: top-dose activity change, negative = cytotoxicity, actives largely listed as cytotoxic; 3.4% of 400,000 active; AID 1347076; further: potency means the concentration at half of the fitted maximal effect; on the % scale 0 is the no-effect control and ±100 the full control effect; nearly all actives have a fitted effect of over 60% in size
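KB-V1, DMEM (no phenol red) + 10% FBS; cpd pin-transferred, titration series; 72 h, 37 degrees C; CellTiter-Glo, luminescence. Data normalized, curve-fit.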
PTHR1 ag: agonists of human PTHR1 parathyroid hormone receptor; Q03431; HEK293 GP2 PTHR1 cells, GloSensor cAMP luminescence, 1 h; Potency, µM (highest dose often 115 µM), for the others: at the highest dose activation, most hits filed as activators; 0.075% of 410,000 active; further: potency means the concentration at half of the fitted maximal effect; nearly all actives have a fitted effect of over 55% in size; some results filed as inactive show a strong effect at the top dose; inactives centre near -15; many of its hits are not listed in these tables
Target sequence (Q03431 whole entry, looked up): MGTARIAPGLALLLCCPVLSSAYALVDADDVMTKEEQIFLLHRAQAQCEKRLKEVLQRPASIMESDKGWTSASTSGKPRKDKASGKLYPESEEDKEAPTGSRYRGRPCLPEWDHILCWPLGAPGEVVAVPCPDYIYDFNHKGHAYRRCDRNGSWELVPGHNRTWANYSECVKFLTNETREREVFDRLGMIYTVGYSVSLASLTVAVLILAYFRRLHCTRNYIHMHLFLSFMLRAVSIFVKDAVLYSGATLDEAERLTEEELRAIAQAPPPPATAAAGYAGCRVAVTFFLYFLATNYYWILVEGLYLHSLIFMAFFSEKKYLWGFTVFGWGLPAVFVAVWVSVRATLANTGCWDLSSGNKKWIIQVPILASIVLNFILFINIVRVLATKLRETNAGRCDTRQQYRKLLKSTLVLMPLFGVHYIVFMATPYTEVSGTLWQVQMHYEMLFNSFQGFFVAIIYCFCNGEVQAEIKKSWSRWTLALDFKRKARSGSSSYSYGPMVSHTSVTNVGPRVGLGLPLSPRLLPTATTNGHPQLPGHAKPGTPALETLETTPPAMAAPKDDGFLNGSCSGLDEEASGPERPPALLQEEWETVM
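HEK-293-derived GP2 cells expressing PTHR1 and a GloSensor cAMP reporter, 3,000/well, plated overnight, given luciferin plus IBMX (each 0.5 mM as added) for 1 h at 37 °C, then compound for 1 h at 37 °C. Luminescence was read after 15 min at room temperature.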
TDP43 rescue: TDP-43 toxicity inhibition in yeast; TDP-43 expressing yeast growth rescue, BacTiter-Glo, 24 h; Potency, µM (titrated, usually from 46.1 µM), inactives show at the highest dose growth rescue (activation), hits mostly activators; 1.8% of 410,000 active; AID 652104; further: potency means the concentration at half of the fitted maximal effect; % of control where 0% means no effect; nearly all actives have a fitted effect of over 50% in size
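Yeast expressing TDP-43 (pregrown in raffinose, seeded at OD600=0.02 in galactose medium) exposed to compounds 24 hr at 30 deg C. Growth read by BacTiter-Glo luminescence; rescue of toxicity appears as increased signal.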
HEK293 tox: cytotoxicity counter-screen for GLP-1 receptor inverse agonists | 0.13% of 410,000 active | HEK293 cAMP-luciferase reporter cells, luminescence, 24 h | Potency, µM (highest dose often 38.3 µM), for the others: at the highest dose activity change, negative = inhibition, hits mostly inhibitors;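 further: loss of luciferase light is scored as toxicity; potency means the concentration at half of the fitted maximal effect; on the % scale 0 is the no-effect control and ±100 the full control effect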
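1536-well qHTS counterscreen of the MLSMR; 200 cells/uL, 12 h pre-incubation, 23 nL cpd, 24 h at 37 deg C 5% CO2, luciferase detection reagent, 12 min RT, luminescence. Inhibition = undesired.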
D3 ag: D3 dopamine receptor (human) agonism; max activation, %; P35462; 0.58% of 410,000 active; D3R DiscoveRx beta-arrestin cells, luminescence, 90 min; in the data active means max activation above about 30%; further: 0% is about no effect; mostly tested at two doses, the higher about 12 µM
Target sequence (P35462 whole entry, looked up): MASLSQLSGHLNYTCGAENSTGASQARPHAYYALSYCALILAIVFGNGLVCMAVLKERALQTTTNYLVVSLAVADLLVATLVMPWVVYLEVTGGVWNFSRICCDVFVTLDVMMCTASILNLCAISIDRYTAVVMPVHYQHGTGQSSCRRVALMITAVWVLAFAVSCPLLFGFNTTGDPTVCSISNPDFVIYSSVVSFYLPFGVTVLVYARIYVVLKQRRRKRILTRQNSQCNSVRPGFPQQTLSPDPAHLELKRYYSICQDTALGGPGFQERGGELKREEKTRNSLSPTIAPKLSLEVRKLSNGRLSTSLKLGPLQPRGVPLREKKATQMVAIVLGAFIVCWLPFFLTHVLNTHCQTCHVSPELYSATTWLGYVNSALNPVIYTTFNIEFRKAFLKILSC
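Agonist-mode cell screen: cells plated at 1500/well and incubated overnight at 37 °C, then exposed to library compounds for 90 min at 37 °C. Detection reagent was added for 30–60 min at room temperature, and luminescence was read.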
DRD3 antagonist: blocks the human D3 dopamine receptor; D3R cells, DiscoveRx beta-arrestin luminescence, antagonist mode; active compounds read low; P35462; 2.5% of 360,000 active; max response, negative = inhibition, %; in the data active means max response below about -50%; inconclusive means no clear call, values can overlap the other calls; further: on the % scale 0 is the no-effect control and ±100 the full control effect; mostly tested at two doses, the higher about 12 µM
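Cells expressing the human receptor were seeded at 1500 cells/well, incubated overnight at 37 degrees C in 5% CO2, then exposed to library compounds with dopamine controls for 90 minutes at 37 degrees C before luminescent detection.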
GLP-1R inv ag: inverse agonists of human GLP-1 receptor; P43220; HEK293 GLP-1R CRE-luciferase, luminescence, 24 h; GLP-1R form is constitutively active; Potency, µM (titrated, usually from 38.3 µM), for the others: top-dose activity change, negative = inhibition, usual class: inhibitors; 1.6% of 410,000 active; AID 624417; further: potency means the concentration at half of the fitted maximal effect; on the % scale 0 is the no-effect control and ±100 the full control effect; nearly all actives have a fitted effect of over 55% in size
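Luminescence readout: a drop in cAMP-driven luciferase signal flags inverse agonism at a constitutively active GLP-1R stably expressed in HEK293. Compound exposure lasted 24 hr at 37 deg C, 5% CO2.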
An asterisk follows results filed as active; [ ] = dose if it differs, or a comment. Unless noted, the call rests on the fitted dose curve; in most records, active means well fitted curve in the direction sought with a large enough effect; inconclusive means small, poorly fitted or top-dose-only effect, or another doubt; inactive means no such curve, though single readings can be large; an effect the other way counts as inactive or inconclusive.

Screening COc1ccc(CCNC(=O)CC2C(=O)NCCN2CC(C)(C)C)cc1 (stereo not given) returned aSyn yeast inh 2%, GLP-1R agonist 23%, KB-V1 MDR tox 1%, PTHR1 ag -5%, TDP43 rescue -14%, HEK293 tox -9%, D3 ag 15, DRD3 antagonist 2 and GLP-1R inv ag 1%.
Cc1cc(N)c(C)c([N+](=O)[O-])c1C was read as aSyn yeast inh -2%, GLP-1R agonist 1%, KB-V1 MDR tox 0%, PTHR1 ag 6%, TDP43 rescue 0%, HEK293 tox -3%, D3 ag 0, DRD3 antagonist -14 and GLP-1R inv ag -14%.
`COc1ccc(C(=O)Nc2ccc3c(c2)OCCO3)c(OC)c1` gave aSyn yeast inh 4%, GLP-1R agonist -7%, KB-V1 MDR tox -23%, PTHR1 ag -33%[inhibitor], TDP43 rescue -1%, HEK293 tox 3%, D3 ag 1, DRD3 antagonist -16 and GLP-1R inv ag -2%.
Cc1cccnc1NC(=O)Nc1ccccc1 was read as aSyn yeast inh -4%, GLP-1R agonist -2%, KB-V1 MDR tox 0%, PTHR1 ag 6%, TDP43 rescue 5%, HEK293 tox 18%, D3 ag 4, DRD3 antagonist 1 and GLP-1R inv ag 0%.
For COc1ccc(N(C)C(=O)Cn2c(=O)oc3ccccc32)c(OC)c1 the results were aSyn yeast inh 10%, GLP-1R agonist 12%, KB-V1 MDR tox -3%, PTHR1 ag inactive, TDP43 rescue 18%, HEK293 tox -5%, D3 ag 10, DRD3 antagonist 51 and GLP-1R inv ag -6%.
CCOc1ccccc1N1CCN(CC(=O)Nc2cc(C)on2)CC1 was read as aSyn yeast inh 1%, GLP-1R agonist 6%, KB-V1 MDR tox -24%, PTHR1 ag inactive, TDP43 rescue 6%, HEK293 tox 10%, D3 ag -3, DRD3 antagonist 5 and GLP-1R inv ag 6%.
For CCOC(=O)c1sc(NC(=S)NC(=O)c2cccc(Cl)c2)c(C(=O)OCC)c1C the results were aSyn yeast inh -3%, GLP-1R agonist -1%, KB-V1 MDR tox 14%, PTHR1 ag -10%[57.5 µM], TDP43 rescue -1%, HEK293 tox 9%, D3 ag -4, DRD3 antagonist 4 and GLP-1R inv ag 2%.
Screening CCOC(=O)C1Nc2ccc(C(F)(F)F)cc2C2C=CCC12 (stereo not given) returned aSyn yeast inh -2%, GLP-1R agonist -1%, KB-V1 MDR tox 31%, PTHR1 ag -22%, TDP43 rescue 9%, HEK293 tox 2%, D3 ag 13, DRD3 antagonist 1 and GLP-1R inv ag 15%.
Screening COc1cc(/C=C/C(=O)OCC(=O)N2CCCC2)cc(OC)c1OC returned aSyn yeast inh -3%, GLP-1R agonist -5%, KB-V1 MDR tox 6%, PTHR1 ag inactive, TDP43 rescue 16%, HEK293 tox -11%, D3 ag 1, DRD3 antagonist -5 and GLP-1R inv ag 2%.
`CC(=O)N1CCc2cc(S(=O)(=O)NCCC(=O)N3CCc4ccccc4C3)ccc21` gave aSyn yeast inh 7%, GLP-1R agonist 9%, KB-V1 MDR tox 23µM*, PTHR1 ag inactive, TDP43 rescue 11%, HEK293 tox 4%, D3 ag 3, DRD3 antagonist 55 and GLP-1R inv ag 11%.
COc1ccccc1N1CCN(CCS(=O)(=O)c2cc(Cl)ccc2Cl)CC1 was read as aSyn yeast inh -7%, GLP-1R agonist 2%, KB-V1 MDR tox -23%, PTHR1 ag -32%[inhibitor], TDP43 rescue inconclusive, HEK293 tox -25%, D3 ag -10, DRD3 antagonist -93* and GLP-1R inv ag inconclusive.
O=C(CSc1cccc2cccnc12)N/N=C/c1cccnc1 was read as aSyn yeast inh 0%, GLP-1R agonist 1%, KB-V1 MDR tox inconclusive, PTHR1 ag inactive, TDP43 rescue 0%, HEK293 tox inconclusive, D3 ag -9, DRD3 antagonist inconclusive and GLP-1R inv ag inconclusive.

Brought forward from above: 2 compounds; new compounds follow.
COc1ccccc1N1CCN(CCS(=O)(=O)c2cc(Cl)ccc2Cl)CC1 was read as aSyn yeast inh -7%, GLP-1R agonist 2%, KB-V1 MDR tox -23%, PTHR1 ag -32%[inhibitor], TDP43 rescue inconclusive, HEK293 tox -25%, D3 ag -10, DRD3 antagonist -93* and GLP-1R inv ag inconclusive.
O=C(CSc1cccc2cccnc12)N/N=C/c1cccnc1 was read as aSyn yeast inh 0%, GLP-1R agonist 1%, KB-V1 MDR tox inconclusive, PTHR1 ag inactive, TDP43 rescue 0%, HEK293 tox inconclusive, D3 ag -9, DRD3 antagonist inconclusive and GLP-1R inv ag inconclusive.
`NC(=O)C1(N2CCCCC2)CCN(C(=S)Nc2ccccc2)CC1` gave aSyn yeast inh 4%, GLP-1R agonist 0%, KB-V1 MDR tox -6%, PTHR1 ag -16%, TDP43 rescue -7%, HEK293 tox 7%, D3 ag 2, DRD3 antagonist 7 and GLP-1R inv ag 2%.
`COc1ccc(Nc2nc(N)c([N+](=O)[O-])c(NC3CCCCC3)n2)cc1` gave aSyn yeast inh inconclusive, GLP-1R agonist -6%, KB-V1 MDR tox inconclusive, PTHR1 ag -2%, TDP43 rescue 22%, HEK293 tox inconclusive, D3 ag 1, DRD3 antagonist 18 and GLP-1R inv ag inconclusive.
Screening COC(=O)C1C2C=CC3(CN(CC4CCCO4)C(=O)C13)O2 (stereo not given) returned aSyn yeast inh 1%, GLP-1R agonist 2%, KB-V1 MDR tox 6%, PTHR1 ag 18%, TDP43 rescue -10%, HEK293 tox -19%, D3 ag 0, DRD3 antagonist 1 and GLP-1R inv ag 1%.
Screening Cc1cc(NC(=O)CSc2nc(N)c(NC(=O)c3ccco3)c(=O)[nH]2)no1 returned aSyn yeast inh -1%, GLP-1R agonist -3%, KB-V1 MDR tox 27%, PTHR1 ag inactive, TDP43 rescue 1%, HEK293 tox 3%, D3 ag 4, DRD3 antagonist 6 and GLP-1R inv ag 15%.
For COc1cc(CCC(=O)Nc2cnc3ccccc3c2)cc(OC)c1OC the results were aSyn yeast inh -1%, GLP-1R agonist 13%, KB-V1 MDR tox 19%, PTHR1 ag inactive, TDP43 rescue 14%, HEK293 tox 3%, D3 ag 2, DRD3 antagonist 26 and GLP-1R inv ag 1%.
For CCCC(CCC)=NNC(=O)c1ccccc1F the results were aSyn yeast inh 0%, GLP-1R agonist 2%, KB-V1 MDR tox 3%, PTHR1 ag inactive, TDP43 rescue -29%[9.22 µM], HEK293 tox -3%[7.66 µM], D3 ag -3, DRD3 antagonist 13 and GLP-1R inv ag 10%[7.66 µM].
COc1ccc(S(=O)(=O)N(C)C)cc1NC(=O)Cc1cccs1 was read as aSyn yeast inh 3%, GLP-1R agonist 9%, KB-V1 MDR tox -3%, PTHR1 ag inactive, TDP43 rescue -1%, HEK293 tox 0%, D3 ag 5, DRD3 antagonist -2 and GLP-1R inv ag 14%.
Screening CC(=O)N1C(C)c2ccccc2C(C)(C)CC12CCCCC2 (stereo not given) returned aSyn yeast inh 7%, GLP-1R agonist 2%, KB-V1 MDR tox inconclusive, PTHR1 ag inactive, TDP43 rescue 10%, HEK293 tox -6%, D3 ag 4, DRD3 antagonist 13 and GLP-1R inv ag inconclusive.
Cc1ccc(C(=O)NC(=S)NCc2ccccc2)cc1Br was read as aSyn yeast inh 0%, GLP-1R agonist 19%, KB-V1 MDR tox -5%, PTHR1 ag inactive, TDP43 rescue inconclusive, HEK293 tox inconclusive, D3 ag -9, DRD3 antagonist 8 and GLP-1R inv ag inconclusive.
Screening O=C(NCC(F)(F)F)c1ccc(S(=O)(=O)NCCc2ccc3c(c2)OCCO3)cc1 returned aSyn yeast inh 1%, GLP-1R agonist 18%, KB-V1 MDR tox -1%, PTHR1 ag -1%, TDP43 rescue 1%, HEK293 tox -25%, D3 ag 1, DRD3 antagonist 19 and GLP-1R inv ag -6%.
For CCCc1nc2ccc(NC(=O)NCCC(=O)OCC)cc2c(=O)n1Cc1ccc(Cl)cc1 the results were aSyn yeast inh 4%, GLP-1R agonist 7%, KB-V1 MDR tox inconclusive, PTHR1 ag -4%[57.5 µM], TDP43 rescue -2%, HEK293 tox 18%, D3 ag -14, DRD3 antagonist 5 and GLP-1R inv ag -28%.
`CCC(=O)N1CCc2cc(Br)cc(S(=O)(=O)CC(=O)OC)c21` gave aSyn yeast inh -11%, GLP-1R agonist -1%, KB-V1 MDR tox 18%, PTHR1 ag -55%[inhibitor][57.5 µM], TDP43 rescue 8%, HEK293 tox -10%, D3 ag 0, DRD3 antagonist 0 and GLP-1R inv ag 0%.
For O=C(CCc1nc2ccccc2c(=O)[nH]1)OCC(=O)c1ccc(C2CCCCC2)cc1 the results were aSyn yeast inh 9%, GLP-1R agonist 8%, KB-V1 MDR tox inconclusive, PTHR1 ag inactive, TDP43 rescue 14%, HEK293 tox -7%, D3 ag 2, DRD3 antagonist 3 and GLP-1R inv ag 6%.
`COc1ccc(C2OC(=O)CC2C(=O)NCc2ccc(F)cc2)cc1OC` (stereo not given) gave aSyn yeast inh -2%, GLP-1R agonist -1%, KB-V1 MDR tox 1%, PTHR1 ag -3%, TDP43 rescue -15%, HEK293 tox -2%, D3 ag -17, DRD3 antagonist inconclusive and GLP-1R inv ag 5%.
For N=c1ccn(CC(=O)c2ccc(-c3ccccc3)cc2)cc1 the results were aSyn yeast inh 2%, GLP-1R agonist -1%, KB-V1 MDR tox -15%, PTHR1 ag -14%, TDP43 rescue -7%, HEK293 tox -9%, D3 ag -12, DRD3 antagonist -18 and GLP-1R inv ag -31%.
`CCOC(=O)C1=C(C)NC(C)=C(C(=O)OCC)C1c1ccc(OC)c(OC)c1` gave aSyn yeast inh 0%, GLP-1R agonist inconclusive, KB-V1 MDR tox -22%, PTHR1 ag -2%, TDP43 rescue 18%, HEK293 tox -11%, D3 ag 5, DRD3 antagonist -11 and GLP-1R inv ag 24%.

Only part of the results is shown; count on the stated rates, not on these rows.
